m-calpain inh: calpain II (pig) inhibition; 220,000 compounds, 0.37% hits; AID 1236; purified calpain II, fluorogenic peptide substrate, 30 min; inhibition, % at 16 µM;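 active = inhibition above about 50%, limit read from the data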
Furin inh: inhibitors of human furin. purified furin, fluorogenic substrate cleavage. inhibition, % at 30 µM. 220,000 compounds, 0.061% hits. AID 463115; in the data active = inhibition above about 25%; note: inactives centre near -15
Target sequence (P09958 108-714 limits assumed): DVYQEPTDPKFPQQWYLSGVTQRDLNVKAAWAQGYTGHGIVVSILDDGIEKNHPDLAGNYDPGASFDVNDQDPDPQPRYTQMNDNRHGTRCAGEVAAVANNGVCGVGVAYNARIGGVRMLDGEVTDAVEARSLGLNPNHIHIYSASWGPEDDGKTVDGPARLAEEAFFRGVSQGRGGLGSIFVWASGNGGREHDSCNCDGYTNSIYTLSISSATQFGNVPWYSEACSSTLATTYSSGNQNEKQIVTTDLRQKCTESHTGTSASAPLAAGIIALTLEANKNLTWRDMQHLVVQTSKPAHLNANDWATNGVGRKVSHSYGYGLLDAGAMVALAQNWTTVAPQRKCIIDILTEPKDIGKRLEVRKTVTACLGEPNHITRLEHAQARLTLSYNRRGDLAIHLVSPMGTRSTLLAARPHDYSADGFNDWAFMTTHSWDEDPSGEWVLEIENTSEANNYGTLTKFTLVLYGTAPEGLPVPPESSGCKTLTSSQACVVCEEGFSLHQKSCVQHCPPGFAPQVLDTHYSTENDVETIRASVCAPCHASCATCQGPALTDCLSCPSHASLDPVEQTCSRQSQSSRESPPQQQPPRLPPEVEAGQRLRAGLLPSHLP
zfTRPN1 agonist: agonists of zebrafish TRPN1 channel. activation, % at 3 µM. 220,000 compounds, 0.18% hits. HEK293 zebrafish TRPN1-YFP, Fluo-8 calcium fluorescence; 100% = response to 87 µM carbachol;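 active = activation above its plate's cutoff, the mean activation of test wells on that plate plus 3 SD, cut at about 19% in these data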;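 note: 0% = DMSO alone and 100% = 87 µM carbachol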
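Material: zebrafish TRPN1-YFP in HEK293 cells; Doses: single test compound dose, 3 µM nominal, 0.3% DMSO; Timing: dye loading 1 h at 37 °C, then 30 min room temperature; Technique: intracellular calcium fluorescence with Fluo-8; Benchmarks: high carbachol 87 µM, low DMSO alone.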
EBV gp42 block: inhibitors of Epstein-Barr virus glycoprotein 42; inhibition, % (tested at 21.74 µM); 220,000 compounds, 0.42% hits; AID 1085; Fluorescence polarization binding assay, mP read-out; Q1HVG2; in the data active = inhibition above about 50%
Target sequence (Q1HVG2 whole entry, looked up): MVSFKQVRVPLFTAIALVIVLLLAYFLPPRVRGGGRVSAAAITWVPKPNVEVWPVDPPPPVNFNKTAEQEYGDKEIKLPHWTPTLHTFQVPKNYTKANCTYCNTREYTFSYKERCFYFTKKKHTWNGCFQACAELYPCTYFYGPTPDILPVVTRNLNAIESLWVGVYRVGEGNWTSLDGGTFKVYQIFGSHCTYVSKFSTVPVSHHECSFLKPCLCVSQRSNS
Cl transport mod: KCC2 (human) Cl- transport modulation. Q9H2X9. B-score of Tl+ flux slope (higher = more flux/activation; lower = inhibition) at 10 µM. 190,000 compounds, 2.2% hits. KCC2 cells, thallium flux FluoZin-2 fluorescence. AID 1456;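 active = thallium flux slope and its plate-corrected score both differing from the plate sample mean at a set confidence after two filtering rounds, in either direction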;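 note: slope of fluorescence scaled to starting intensity during 10 to 20 s after thallium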
Thrombin inh: thrombin (human) inhibition; AID 1046; alpha-thrombin, Boc-VPR-AMC fluorogenic substrate cleavage; 220,000 compounds, 0.26% hits; inhibition, % at 5 µM;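 active = inhibition at or above 40%; inactive = inhibition below 40%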;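 note: 0% = enzyme with no compound and 100% = wells without enzyme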
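Material: Human alpha-thrombin protein | Buffer or medium: pH 7.5 Tris-saline with Tween 20 | Reagent: Boc-VPR-AMC substrate, 15 µM final | Schedule: Reaction at ambient temperature | Detection: AMC fluorescence at 355 nm excitation and 460 nm emission | Evaluation: Percent inhibition scaled between no-compound controls and no-enzyme blanks | Controls: no-compound enzyme wells and no-enzyme blanks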
TRPML3 agonist: agonists of human TRPML3 channel | HEK293 TRPML3-YFP, Fluo-8 calcium fluorescence; 100% = the carbachol control signal | Q8TDD5 | 220,000 compounds, 0.29% hits | activation, % at 3 µM;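 active = activation above its plate's cutoff, the mean activation of the plate's test wells plus 3 SD, cut at about 12% in these data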;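 note: 0% = DMSO only wells and 100% = carbachol wells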
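Material: HEK293 cells stably carrying human TRPML3-YFP; compound dosing: single dose, 3 µM final nominal compound, 0.3% DMSO final; incubation: 1-h 37 °C dye load, 5-s basal, 120-s post-compound reads; technique: Fluo-8 intracellular calcium fluorescence, excitation 470-495 nm, emission 515-575 nm; read-out basis: percent activation from peak-to-basal fluorescence ratio, scaled between DMSO and carbachol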
Tb hexokinase: blocks Trypanosoma brucei hexokinase 1 activity; recombinant TbHK1, G6PDH-coupled NADH A340; inhibition, % at 10 µM; 220,000 compounds, 0.11% hits;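 active = inhibition of 50% or more in the single-dose primary screen; inactive = inhibition below 50%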
PPC-1+TRAIL kill: kills PPC-1 cancer cells in the presence of TRAIL; PPC-1 cells + TRAIL, ATPLite viability luminescence; cell killing (% activity), % at 4 µM; 220,000 compounds, 0.41% hits;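 active = cell killing above 50% in the first pass at 4 µM, then a duplicate retest at 5 µM averaging 50% or more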;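 note: plate controls were cells with TRAIL plus DMSO for no effect and medium-only wells lacking cells for full effect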
An asterisk follows results filed as active; [ ] = dose if it differs, or a comment.

Results for CC1=CC(C)(C)N2C(=O)C3(C(C#N)=C(N)Oc4cc(O)ccc43)c3c(C)c(C)cc1c32 (centres undefined) ?
m-calpain inh: -3.2; Furin inh: -14.9[20 µM]; zfTRPN1 agonist: 0.0; EBV gp42 block: 1.1; Thrombin inh: 3.0; TRPML3 agonist: 0.6; Tb hexokinase: -5.5; PPC-1+TRAIL kill: -16.9

What do the screens show for `COc1cc(C(=O)Sc2ccc(C)cc2)cc(OC)c1OC`?
m-calpain inh: -18.4; Furin inh: -12.1[20 µM]; zfTRPN1 agonist: -2.0; EBV gp42 block: 7.5; Cl transport mod: -0.221; Thrombin inh: -14.5; TRPML3 agonist: -0.1; Tb hexokinase: -0.9; PPC-1+TRAIL kill: 3.3

How did COc1ccc(OC)c(-n2c(SCC(=O)Nc3cc(C)on3)nnc2-c2c[nH]c3ccccc23)c1 do in these assays?
m-calpain inh: 35.2; Furin inh: -31.5; zfTRPN1 agonist: -0.7; EBV gp42 block: -4.3; Thrombin inh: 3.8; TRPML3 agonist: -0.2; Tb hexokinase: -3.3; PPC-1+TRAIL kill: 15.1

How did N#C/C(=C/c1ccc(-c2ccc(C(=O)O)c(Cl)c2)o1)C(=O)NCC1CCCO1 (centres undefined) do in these assays?
m-calpain inh: 10.6; Furin inh: -7.7; zfTRPN1 agonist: 1.3; EBV gp42 block: -65.4; Cl transport mod: 0.0359; Thrombin inh: -4.5; TRPML3 agonist: -0.1; Tb hexokinase: -18.2; PPC-1+TRAIL kill: 43.6

Results for CCc1cccc(CC)c1NC(=O)CO/N=C(\N)CC(=O)NC1CCCCC1 ?
m-calpain inh: 5.5; Furin inh: -6.5; zfTRPN1 agonist: 0.8; EBV gp42 block: -11.6; Cl transport mod: 0.397; Thrombin inh: -8.8; TRPML3 agonist: 1.6; Tb hexokinase: 3.7; PPC-1+TRAIL kill: 16.1

Results for COc1ccc(-c2cc(C(=O)OCC(=O)N(C)C3CCS(=O)(=O)C3)c3ccccc3n2)cc1OC (centres undefined) ?
m-calpain inh: -8.3; Furin inh: -13.4; zfTRPN1 agonist: -0.2; EBV gp42 block: -8.8; Cl transport mod: 0.156; Thrombin inh: 0.2; TRPML3 agonist: 0.4; Tb hexokinase: -11.3

Results for CCO[C@H]1OC(C(=O)N2CCN(Cc3ccccc3)CC2)=C[C@@H](C)[C@@H]1CCCO ?
m-calpain inh: 11.8; Furin inh: -23.5; zfTRPN1 agonist: -0.3; EBV gp42 block: -10.1; Cl transport mod: -0.901; Thrombin inh: 2.7; TRPML3 agonist: 0.6; Tb hexokinase: -6.9; PPC-1+TRAIL kill: -7.4

What do the screens show for `Cc1cc(C(=O)N/N=C2/CC(C)CC(C)(C)C2)c(C)o1` (centres undefined)?
m-calpain inh: -6.3; Furin inh: -17.8; zfTRPN1 agonist: 0.3; EBV gp42 block: -10.5; Cl transport mod: 0.496; Thrombin inh: 0.9; TRPML3 agonist: 0.4; Tb hexokinase: -7.1; PPC-1+TRAIL kill: 10.2

What do the screens show for `CC1(C)CC2(C)OCCN2C(=S)N1` (centres undefined)?
m-calpain inh: -14.9; Furin inh: -17.5; zfTRPN1 agonist: 2.3; EBV gp42 block: -10.1; Cl transport mod: 0.823; Thrombin inh: -1.1; TRPML3 agonist: 1.3; Tb hexokinase: -3.2; PPC-1+TRAIL kill: -5.0

What do the screens show for `COc1ccc(OC)c(-n2c(-c3ccn[nH]3)n[nH]c2=S)c1`?
m-calpain inh: -21.3; Furin inh: -10.2; zfTRPN1 agonist: 2.4; EBV gp42 block: 2.4; Cl transport mod: -0.678; Thrombin inh: -4.8; TRPML3 agonist: 0.3; Tb hexokinase: -10.6; PPC-1+TRAIL kill: 23.3

What do the screens show for `COc1cccc(CN2CCN(c3cccc(C(F)(F)F)c3)CC2)c1OC`?
m-calpain inh: -3.0; Furin inh: 5.2[20 µM]; zfTRPN1 agonist: -1.3; EBV gp42 block: -1.4; Cl transport mod: -0.0068; Thrombin inh: 1.9; TRPML3 agonist: -0.7; Tb hexokinase: 5.2; PPC-1+TRAIL kill: -12.3

Results for Cc1noc2ncnc(N3CCCC3)c12 ?
m-calpain inh: 21.6; Furin inh: -20.9; zfTRPN1 agonist: 0.2; EBV gp42 block: -16.1; Cl transport mod: -0.0363; Thrombin inh: -11.0; TRPML3 agonist: 1.1; Tb hexokinase: -0.6; PPC-1+TRAIL kill: 17.4

Results for Cc1cccn2c(=O)c(C=O)c(N3CCC4(CC3)OCCO4)nc12 ?
m-calpain inh: 7.7; Furin inh: 0.3; zfTRPN1 agonist: 1.4; EBV gp42 block: -10.3; Cl transport mod: -0.149; Thrombin inh: -1.8; TRPML3 agonist: 0.4; Tb hexokinase: -16.4; PPC-1+TRAIL kill: 0.3

What do the screens show for `COc1cc(/C=C2/C(=O)ON=C2C)ccc1OCc1cccc(F)c1`?
m-calpain inh: -8.8; Furin inh: -9.7; zfTRPN1 agonist: -2.3; EBV gp42 block: 47.6; Cl transport mod: 0.0292; Thrombin inh: -0.6; TRPML3 agonist: -0.3; Tb hexokinase: -2.7; PPC-1+TRAIL kill: 8.0

What do the screens show for `O=C(Cn1cc(C(F)(F)F)ccc1=O)NCCc1ccc(Cl)cc1Cl`?
m-calpain inh: 24.9; Furin inh: -4.0; zfTRPN1 agonist: -0.4; EBV gp42 block: -16.7; Cl transport mod: -1.2; Thrombin inh: 39.1; TRPML3 agonist: -0.7; Tb hexokinase: 1.0; PPC-1+TRAIL kill: 1.7

How did Fc1ccccc1NC(=S)Nc1ccc(CN2CCOCC2)cc1 do in these assays?
m-calpain inh: 7.0; Furin inh: -41.9; zfTRPN1 agonist: 0.0; EBV gp42 block: -8.2; Cl transport mod: 0.138; Thrombin inh: -5.8; TRPML3 agonist: 0.7; Tb hexokinase: -4.7; PPC-1+TRAIL kill: -4.0

How did O=C(O)/C=C/C(=O)Nc1ccc(C(=O)c2ccccc2)cc1 do in these assays?
m-calpain inh: 15.0; Furin inh: -6.9; zfTRPN1 agonist: 0.0; EBV gp42 block: -5.2; Cl transport mod: 1.03; Thrombin inh: -3.4; TRPML3 agonist: 0.0; Tb hexokinase: -20.5

Results for CN(C)C(=O)c1nc2ccc(Cl)cn2c1CNCc1cccc(OC(F)(F)F)c1 ?
m-calpain inh: -3.0; Furin inh: -3.8; zfTRPN1 agonist: -0.5; EBV gp42 block: -8.3; Cl transport mod: -0.562; Thrombin inh: 14.4; TRPML3 agonist: -0.8; Tb hexokinase: -3.3; PPC-1+TRAIL kill: 3.6

What do the screens show for `O=C(CSc1nc(-c2ccccc2)cs1)NCCN1C(=O)CSC1=O`?
m-calpain inh: 15.6; Furin inh: -8.6; zfTRPN1 agonist: 0.0; EBV gp42 block: -5.0; Cl transport mod: 0.944; Thrombin inh: -2.2; TRPML3 agonist: 1.0; Tb hexokinase: 1.6; PPC-1+TRAIL kill: -18.8

What do the screens show for `CCOC(=O)c1[nH]cnc1C(=O)Nc1cccc(Cl)c1`?
m-calpain inh: -17.6; Furin inh: -21.3; zfTRPN1 agonist: 1.1; EBV gp42 block: -4.7; Cl transport mod: -0.642; Thrombin inh: -12.9; TRPML3 agonist: 0.9; Tb hexokinase: -1.3; PPC-1+TRAIL kill: 19.8

What do the screens show for `CNC(=O)COC(=O)/C=C/c1ccco1`?
m-calpain inh: 18.4; Furin inh: -13.4; zfTRPN1 agonist: 1.0; EBV gp42 block: -14.0; Cl transport mod: -0.0519; Thrombin inh: 1.0; TRPML3 agonist: 0.9; Tb hexokinase: -10.9; PPC-1+TRAIL kill: 13.0

Results for COCCCNc1nc2c(c(=O)n(C)c(=O)n2C)n1Cc1cccc(OC)c1 ?
m-calpain inh: 17.6; Furin inh: -14.3[20 µM]; zfTRPN1 agonist: -0.4; EBV gp42 block: 6.2; Thrombin inh: -4.2; TRPML3 agonist: 0.2; Tb hexokinase: 1.8; PPC-1+TRAIL kill: 25.5

How did O=C(O/N=C1\CCS(=O)(=O)c2sccc21)c1ccc(F)cc1 do in these assays?
m-calpain inh: 59.6*; Furin inh: -28.3; zfTRPN1 agonist: 0.7; EBV gp42 block: -19.9; Cl transport mod: 0.622; Thrombin inh: -5.5; TRPML3 agonist: 0.7; Tb hexokinase: 2.7; PPC-1+TRAIL kill: 14.2

Results for Cc1cc(C(=O)Nc2ccccn2)cs1 ?
m-calpain inh: 2.0; Furin inh: 12.4[20 µM]; zfTRPN1 agonist: 1.8; EBV gp42 block: -3.0; Cl transport mod: 3.48; Thrombin inh: -6.7; TRPML3 agonist: 0.4; Tb hexokinase: -0.6; PPC-1+TRAIL kill: 29.1

How did Cc1cccc(NC(=O)CCc2ccc(C)o2)c1 do in these assays?
m-calpain inh: 23.0; Furin inh: -21.1; zfTRPN1 agonist: -1.0; EBV gp42 block: -0.8; Thrombin inh: -0.6; TRPML3 agonist: -1.5; Tb hexokinase: -3.5; PPC-1+TRAIL kill: -2.6

Results for CC1CCN(CC(O)COC2CC(C)CCC2C(C)C)CC1 (centres undefined) ?
m-calpain inh: 8.6; Furin inh: -14.9; zfTRPN1 agonist: -0.5; EBV gp42 block: -17.9; Cl transport mod: 0.0364; Thrombin inh: -6.2; TRPML3 agonist: 0.3; Tb hexokinase: 3.8; PPC-1+TRAIL kill: 31.3

What do the screens show for `Cc1cccc(C)c1NC(=O)CCCCCC1NC(=O)NC1C` (centres undefined)?
m-calpain inh: 12.5; Furin inh: -4.3; zfTRPN1 agonist: -0.2; EBV gp42 block: -3.6; Cl transport mod: 0.557; Thrombin inh: 2.8; TRPML3 agonist: 0.1; Tb hexokinase: 10.2

Results for CCOC(=O)Cn1cc(/C=N/N2C(=O)C3C4C=CC(C4)C3C2=O)c2ccccc21 (centres undefined) ?
m-calpain inh: 31.9; Furin inh: -16.1; zfTRPN1 agonist: 2.3; EBV gp42 block: 9.4; Cl transport mod: 1.34; Thrombin inh: 0.9; TRPML3 agonist: -0.5; Tb hexokinase: -3.3; PPC-1+TRAIL kill: 23.3

Results for CCc1ccc(CNC(=O)C2CCC(=O)N2C2CCCCC2)cc1 (centres undefined) ?
m-calpain inh: -16.9; Furin inh: -7.2[20 µM]; zfTRPN1 agonist: -0.9; EBV gp42 block: -11.8; Cl transport mod: 1.35; Thrombin inh: 4.2; TRPML3 agonist: 0.1; Tb hexokinase: -7.4; PPC-1+TRAIL kill: -2.5

How did COc1ccc(C2CC(c3cccs3)=NN2c2ccc(F)cc2)cc1OC (centres undefined) do in these assays?
m-calpain inh: -73.0; Furin inh: -17.6; zfTRPN1 agonist: -1.6; EBV gp42 block: -31.5; Cl transport mod: -0.256; Thrombin inh: -11.3; TRPML3 agonist: -1.0; Tb hexokinase: -13.4; PPC-1+TRAIL kill: 8.7

Retrieved by structure from the list above, two records:
What do the screens show for `Cc1cccc(C)c1NC(=O)CCCCCC1NC(=O)NC1C` (centres undefined)?
m-calpain inh: 12.5; Furin inh: -4.3; zfTRPN1 agonist: -0.2; EBV gp42 block: -3.6; Cl transport mod: 0.557; Thrombin inh: 2.8; TRPML3 agonist: 0.1; Tb hexokinase: 10.2

How did Cc1cccc(NC(=O)CCc2ccc(C)o2)c1 do in these assays?
m-calpain inh: 23.0; Furin inh: -21.1; zfTRPN1 agonist: -1.0; EBV gp42 block: -0.8; Thrombin inh: -0.6; TRPML3 agonist: -1.5; Tb hexokinase: -3.5; PPC-1+TRAIL kill: -2.6

Screening data (PubChem)
